Screening results (PubChem)
a7 integrin act – qHTS for Activators of Integrin-Mediated Alleviation for Muscular Dystrophy. alpha7betagal myoblasts, beta-gal FDG fluorescence, 48 h. 350,000 tested, 0.064% active. Potency, µM (top dose mostly 38.3 µM), for inactives: at the highest dose activation, actives largely listed as activators. AID 624291, 2012;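 note: potency is the fitted concentration of half-maximal effect; 100% = response of the positive control SU9516; nearly all actives have a fitted effect of over 60% in size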
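alpha7betagal+/- myoblasts (passage 13, 250/well) treated 48 h at 37C with compounds at 1:260 dilution of DMSO stock. Lysed, then beta-galactosidase activity read as FDG fluorescence (ex 480/em 540) after 30 min, with pre-read for autofluorescence.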
MBNL1-CUG inh – qHTS Assay for Inhibitors of MBNL1-poly(CUG) RNA binding. Muscleblind-like protein 1 (Homo sapiens), Q9NR56. TR-FRET MBNL1-His/biotin-(CUG)12 binding, 665/545 ratio. Potency, µM (top dose mostly 57.5 µM), inactives show at the top dose activity change, negative = inhibition, actives largely listed as inhibitors. 280,000 tested, 0.036% active. AID 2675, 2010; active = well fitted inhibition curve with a large enough effect in the signal ratio, with a control signal flat, not every such curve was filed as active; inconclusive = small, poorly fitted or top-dose-only effect, or effect the other way, or a change in a side signal; inactive = no such curve, though single readings can be large or run the other way; the % refers to the signal ratio; note: potency is the fitted concentration of half-maximal effect; % is set by controls: 0 for no effect and ±100 for the full control effect
Target sequence (Q9NR56 whole entry, looked up): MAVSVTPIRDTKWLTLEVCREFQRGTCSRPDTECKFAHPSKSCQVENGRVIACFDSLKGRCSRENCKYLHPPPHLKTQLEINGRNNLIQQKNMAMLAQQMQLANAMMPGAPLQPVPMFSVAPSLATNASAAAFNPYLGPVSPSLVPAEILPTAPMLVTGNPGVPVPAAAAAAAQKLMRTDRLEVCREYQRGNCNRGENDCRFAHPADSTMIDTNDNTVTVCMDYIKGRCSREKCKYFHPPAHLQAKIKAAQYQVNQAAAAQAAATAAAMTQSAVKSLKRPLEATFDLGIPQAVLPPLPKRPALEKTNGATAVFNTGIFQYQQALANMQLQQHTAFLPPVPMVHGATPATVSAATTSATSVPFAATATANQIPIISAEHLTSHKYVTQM
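His-tagged MBNL1 binding to biotinylated (CUG)12 RNA was measured by TR-FRET using terbium anti-His antibody (0.055 ng/ul final) and streptavidin-XL665 (5 nM final). Compounds were titrated 92 nM to 58 uM; 60 min at room temperature.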
hERG WT inh – qHTS for Inhibitors of KCHN2 3.1: Wildtype qHTS | activity change, % at 1.84 µM | 340,000 tested, 0.37% active | U2OS, BacMam KCNH2, thallium flux FluxOr; hits give low values;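 active = maximum activity change below -70%; inconclusive = maximum activity change between -70% and -50%; inactive = maximum activity change above -50%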; note: % is set by controls: 0 for no effect and ±100 for the full control effect
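U2OS cells transduced with wild-type KCNH2 virus are loaded with FluxOr dye for 45 min, and thallium flux is measured in kinetic reads before and after stimulation buffer. Rate constants are normalized to DMSO controls.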
KCNH2 3.1 block – qHTS for Inhibitors of KCHN2 3.1: Mutant qHTS. U2OS KCNH2 3.1, thallium flux FluxOr; hits give low values. activity change, % (tested at about 1.8 µM). 340,000 tested, 0.95% active;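 active = maximum activity change below -70%; inconclusive = maximum activity change from -70% to -50%; inactive = maximum activity change above -50%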;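 note: thallium influx rate constant from kinetic fluorescence after stimulation buffer; % is set by controls: 0 for no effect and ±100 for the full control effect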
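U2OS cells transduced with KCNH2 3.1 mutant virus (1.77 x 10^8 /mL, 4 h), plated overnight at 37 C, loaded 45 min with FluxOr dye plus Red40 quencher. Thallium flux rate constant from kinetic reads after stimulation buffer, normalised to controls.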
FBPA coupling cs – qHTS Assay for Inhibitors of Fructose-1,6-bisphosphate Aldolase from Giardia Lamblia: Coupling assay counterscreen. coupling enzyme system counterscreen, AmpLite Red fluorescence. 290,000 tested, 0.67% active. activity change, negative = inhibition, % at 58.2 µM, hits read low; in the data active = activity change below about -30%; note: % is set by controls: 0 for no effect and ±100 for the full control effect
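First, compound is pin-transferred into glyceraldehyde-3-phosphate coupling-enzyme reagent at 57.5 uM final and held 10 min at RT. Next, substrate, coupling system and AmpLite Red are added. After 20 min RT, fluorescence (525/598 nm) is read.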
CXXC DNA block – qHTS Fluorescence Polarization Assay for Inhibitors of MLL CXXC domain - DNA interaction; MLL-CXXC / FITC-HOXA9 DNA fluorescence polarization; 290,000 tested, 0.037% active; Histone-lysine N-methyltransferase 2A (Homo sapiens), Q03164; Potency, µM (titrated, usually from 115 µM), inactives show at the highest dose activity change, negative = inhibition, hits mostly inhibitors; AID 2662, 2010; active = well fitted inhibition curve with a large enough effect in the polarisation, with a control signal flat, not every such curve was filed as active; inconclusive = small, poorly fitted or top-dose-only effect, or effect the other way, or a change in a side signal; inactive = no such curve, though single readings can be large or run the other way; the % refers to the polarisation; note: potency is the fitted concentration of half-maximal effect
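Purified MLL-CXXC (added from a 7 uM solution) was preincubated 5 min at ambient with pinned compounds in 50 mM Tris-HCl pH 7.5, 50 mM NaCl, 1 mM DTT, 0.05% BSA. Fluorescein-labeled HOX-A9 DNA (50 nM solution) followed, 30 min, then polarization read.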
TRPV1 agonist – HTS Assay for Compounds that Act as Agonists of the Vanilloid Receptor 1 | 320,000 tested, 0.19% active | TRPV1-expressing cells, Fluo-8 calcium influx, agonist mode | activation, % at 8.33 µM | Transient receptor potential cation channel subfamily V member 1 (Homo sapiens), Q8NER1; in the data active = activation above about 80%; inconclusive = between about 30% and that limit; note: 0% is about no effect
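Cells expressing TRPV1 were dye-loaded with Fluo-8 and read kinetically: 10 s baseline, 3 min after compound (agonist portion), then 2 min after EC20 capsaicin (allosteric enhancer portion). Calcium-bound dye fluorescence at 480/520 nm.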
GALK inh – qHTS Assay for Inhibitors of Human Galactokinase (GALK). Potency, µM (top dose mostly 57.5 µM), for the others: at the top dose activity change, negative = inhibition, usual class: inhibitors. Purified GALK, Kinase-Glo residual ATP luminescence. P51570. 270,000 tested, 0.007% active; note: potency is the fitted concentration of half-maximal effect; % is set by controls: 0 for no effect and ±100 for the full control effect
Target sequence (P51570 whole entry, looked up): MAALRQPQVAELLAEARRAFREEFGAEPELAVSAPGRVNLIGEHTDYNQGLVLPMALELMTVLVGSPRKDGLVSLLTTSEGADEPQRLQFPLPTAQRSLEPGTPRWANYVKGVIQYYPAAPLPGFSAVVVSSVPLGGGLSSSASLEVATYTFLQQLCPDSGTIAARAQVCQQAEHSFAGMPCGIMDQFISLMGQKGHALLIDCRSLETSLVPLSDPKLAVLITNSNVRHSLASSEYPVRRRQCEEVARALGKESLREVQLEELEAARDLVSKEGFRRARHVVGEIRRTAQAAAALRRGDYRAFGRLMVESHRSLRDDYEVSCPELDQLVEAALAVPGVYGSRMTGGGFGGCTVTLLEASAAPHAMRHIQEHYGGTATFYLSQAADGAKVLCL
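The enzyme phosphorylates galactose (100 uM) using ATP (35 uM); inhibition is detected as higher residual ATP, quantified by bioluminescence after 1 h reaction at room temperature, pH 8.0.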
S-ASM inh – Inhibitors of Secretory Acid Sphingomyelinase (S-ASM): qHTS; Sphingomyelin phosphodiesterase (Homo sapiens), P17405; placental ASM, HMU-PC fluorogenic substrate, 60 min; Potency, µM (doses to about 57.5 µM), without a hit: at the highest dose activity change, negative = inhibition, most hits filed as inhibitors; 340,000 tested, 0.006% active; note: potency is the fitted concentration of half-maximal effect
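qHTS format. ASM enzyme prepared from human placenta hydrolyses the fluorogenic substrate HMU-PC0 (9 uM final) over 60 min at 37 °C after a 10 min compound preincubation.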
AT treatment – qHTS Assay for Identifying a Potential Treatment of Ataxia-Telangiectasia; […] A-T fibroblasts, KAP-1 phosphorylation AlphaLISA; neocarzinostatin DNA damage 30 min before lysis; Potency, µM (titrated, usually from 57.5 µM), for inactives: at the top dose activation, hits mostly activators; 320,000 tested, 0.19% active; AID 485349, 2010; note: potency is the fitted concentration of half-maximal effect; % of control where 0% means no effect; nearly all actives have a fitted effect of over 45% in size
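ATM-like activity read as KAP-1 phosphorylation via AlphaLISA donor/acceptor antibody pairs after lysis and 6 hr at 25C. Cells were ATM-null patient fibroblasts ([…], hTERT), dosed 60 min, then exposed to the DSB inducer NCS for 30 min.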
An asterisk follows results filed as active; ? = inconclusive; · = no result given; [ ] = dose if it differs, or a comment. Unless noted, calls come from the whole dose curve; as a rule, active = well fitted curve in the direction sought with a large enough effect; inconclusive = small, poorly fitted or top-dose-only effect, or another doubt; inactive = no such curve, though single readings can be large; an effect the other way counts as inactive or inconclusive.

1: Cc1oc(-c2ccc(F)cc2)nc1CN(Cc1ccccn1)CC1CCCO1 (configuration not stated)
2: COc1ccc(NC(=O)c2ccccc2NC(=O)c2cccs2)cc1
3: O=C(C1CCCN(S(=O)(=O)c2ccccc2[N+](=O)[O-])C1)N1CCN(c2ccccc2)CC1 (configuration not stated)
4: CCOc1ccc2c(c1)-c1c(ssc1=S)C(C)(C)N2
5: Cc1ccccc1NC(=S)N(CCCN1CCC(C)CC1)Cc1ccco1
6: C#Cc1ccc([C@@H]2C=C(C(=O)Nc3ccccc3)O[C@H](OCC)[C@H]2CCCO)cc1
7: O=C(CCC(=O)N1CCOc2ccccc21)N1CCOCC1
8: Cc1ccc(S(=O)(=O)N(Cc2cc3cc4c(cc3[nH]c2=O)OCCO4)CC2CCCO2)cc1 (configuration not stated)
Compound | 1 | 2 | 3 | 4 | 5 | 6 | 7 | 8
a7 integrin act | -7% | 24% | -5% | -16% | 8% | 2% | 4% | -21%
MBNL1-CUG inh | 0% | -2% | 18% | ? | · | 8% | -2% | 42%[activator]
hERG WT inh | -18 | -12 | 2 | 5 | 32 | -3 | 3 | 8
KCNH2 3.1 block | -32 | -11 | 10 | 9 | -1 | -4 | 19 | 8
FBPA coupling cs | -3 | 2 | -1 | -3 | 0 | 3 | 2 | 1
CXXC DNA block | 6% | 33% | -1% | 9% | 10% | -14% | · | 15%
TRPV1 agonist | 12 | 20 | 4 | 0 | 0 | 2 | -9 | -2
GALK inh | 0% | 4% | 2% | -1% | 1% | 2% | · | 0%
S-ASM inh | 17% | -19% | -2% | -16% | 0% | ? | 1% | 21%
AT treatment | 3% | 2% | -2% | -5% | 4% | 9% | -9% | 11%

9: COc1ccc(C2C(C(=O)Nc3ccccc3OC)=C(C)Nc3nnnn32)c(OC)c1 (configuration not stated)
10: CCc1cccc(C)c1NC(=O)C1CN(S(=O)(=O)c2ccccc2)CCN1S(=O)(=O)c1ccccc1 (configuration not stated)
11: COc1cccc(C2c3c(-c4cc(Cl)c(C)cc4O)n[nH]c3C(=O)N2Cc2cccnc2)c1 (configuration not stated)
12: Cc1ccccc1CSCCC(=O)NCCc1ccccc1
13: COc1ccc(NC(=O)C(c2ccc(Cl)cc2)C(C)C)cn1 (configuration not stated)
14: CC(=O)N1CCc2cc(S(=O)(=O)NCCC(=O)NCCc3ccc(Cl)cc3)ccc21
15: COc1cc2c(cc1NC(=O)c1cccc(Br)c1)CCCC2
16: COC(=O)CSc1nc(N)c(C#N)c(CC(C)C)c1C#N
Compound | 9 | 10 | 11 | 12 | 13 | 14 | 15 | 16
a7 integrin act | -9% | -12% | 39% | -29% | -9% | -7% | -13% | 13%
MBNL1-CUG inh | -6% | -10% | 5% | 1% | 0% | -9% | 9% | -7%[11.5 µM]
hERG WT inh | -1 | -17 | -3 | -7 | 0 | -8 | -1 | 2
KCNH2 3.1 block | -3 | -7 | -13 | 8 | -3 | 14 | 1 | 2
FBPA coupling cs | 3 | 5 | 1 | 2 | -10 | 5 | 0 | 1
CXXC DNA block | -4% | 6% | -3% | 9% | ? | 2% | -7% | 5%
TRPV1 agonist | 0 | -1 | -2 | 19 | 9 | -2 | -1 | 4
GALK inh | 0% | 3% | 2% | 0% | -6% | 1% | -1% | ·
S-ASM inh | 24% | 0% | -25% | -2% | -1% | 0% | -8% | -3%
AT treatment | -1% | 1% | 2% | -3% | 18% | 1% | 1% | 2%

17: Cc1c(C(=O)O)cccc1-n1c(C)cc(/C=C(/C#N)C(=O)NCc2ccccc2)c1C
18: O=C(Nc1ccc(Br)cc1)C1OCCc2ccccc21 (configuration not stated)
19: CCCNC(=O)c1c[nH]c2ccc(S(=O)(=O)N(C)c3ccc(OCC)cc3)cc2c1=O
20: O=C(Cc1ccc(Cl)cc1)Nc1ccccc1C(=O)N1CCCCC1
21: CN(/N=C/c1ccccc1Cl)c1ncc(Cl)cc1C(F)(F)F
22: CCCc1nc2c(sc3nc4c(cc32)COC(C)(C)C4)c(=O)n1Cc1ccco1
23: CCCc1nnc(NC(=O)c2nc(S(=O)(=O)Cc3cccc(C)c3)ncc2Cl)s1
24: CCOC(=O)C1CCN(C(=O)CCc2nnc3ccc(NCCCN4CCCC4=O)nn23)CC1
Compound | 17 | 18 | 19 | 20 | 21 | 22 | 23 | 24
a7 integrin act | -24% | -23% | -51%[inhibitor] | 0% | ? | -35% | -11% | -27%
MBNL1-CUG inh | ? | -1% | -7% | -5% | 0% | -5% | 10% | -5%
hERG WT inh | -17 | 21 | -11 | 8 | 0 | 6 | -7 | -6
KCNH2 3.1 block | 2 | -4 | -13 | -3 | -1 | -3 | -18 | -2
FBPA coupling cs | 1 | 0 | -7 | 5 | 2 | 0 | · | 3
CXXC DNA block | -1% | 6% | -7% | 5% | -4% | 8% | 20% | 0%
TRPV1 agonist | -7 | ? | 1 | 1 | 3 | 0 | 1 | -1
GALK inh | -5% | 2% | -5% | -3% | 1% | -1% | 4% | -4%
S-ASM inh | 6% | 0% | -24% | 2% | -2% | -2% | -3% | 1%
AT treatment | -1% | 1% | 2% | -15% | 0% | 7% | 0% | -3%

25: Cc1ccccc1NC(=O)COC(=O)Cc1ccsc1
26: CCN(CC)S(=O)(=O)c1ccc2[nH]cc(C(=O)NCCC3=CCCCC3)c(=O)c2c1
27: O=C(OCc1ccc(Cl)cc1)c1ccccc1C(=O)c1ccccc1
28: Cc1ccc(N2CC(C(=O)Nc3ccccc3C(=O)N3CCOCC3)CC2=O)cc1 (configuration not stated)
29: CCS(=O)(=O)N1Cc2ccccc2CC1C(=O)Nc1cccc(C)c1 (configuration not stated)
30: COc1ccc2c(c1)[C@@H]1[C@H](CO2)[C@H](c2ccccc2)[C@]2(C)C(=O)Nc3ccc(C)cc3C(=O)N12
31: C/C(=N\NC(N)=S)c1ccccc1
32: Cc1cccc(C(=O)Nc2c(C#N)c(C)c(C)n2Cc2ccccc2)c1
33: O=C(COc1cccnc1[N+](=O)[O-])Nc1ccc(S(=O)(=O)N2CCOCC2)cc1
Compound | 25 | 26 | 27 | 28 | 29 | 30 | 31 | 32 | 33
a7 integrin act | 21% | -50%[inhibitor] | 13% | -2% | 26% | -20% | -3% | 13% | -16%
MBNL1-CUG inh | -2% | 0% | -3% | -5% | -1% | · | -4% | 7% | ?
hERG WT inh | -2 | 15 | -2 | 1 | 10 | -6 | · | -3 | 0
KCNH2 3.1 block | -4 | 12 | -6 | 15 | -4 | 2 | 14 | 0 | 1
FBPA coupling cs | 3 | -5 | · | 4 | 4 | · | 3 | 3 | -2
CXXC DNA block | -1% | 2% | 4% | -5% | -6% | · | -2% | 10% | 0%
TRPV1 agonist | 6 | -6 | 23 | 1 | 1 | 1 | 0 | 9 | 2
GALK inh | 2% | 0% | 1% | 5% | -1% | · | 0% | 0% | 0%
S-ASM inh | 2% | -23% | -3% | 3% | 0% | 2% | -1% | -7% | 2%
AT treatment | 5% | 7% | 10% | 5% | 5% | 1% | -58%[inhibitor] | -7% | 2%

Four entries from above, bar-delimited:
nr | canonical_smiles | a7 integrin act | MBNL1-CUG inh | hERG WT inh | KCNH2 3.1 block | FBPA coupling cs | CXXC DNA block | TRPV1 agonist | GALK inh | S-ASM inh | AT treatment
29 | CCS(=O)(=O)N1Cc2ccccc2CC1C(=O)Nc1cccc(C)c1 (configuration not stated) | 26% | -1% | 10 | -4 | 4 | -6% | 1 | -1% | 0% | 5%
30 | COc1ccc2c(c1)[C@@H]1[C@H](CO2)[C@H](c2ccccc2)[C@]2(C)C(=O)Nc3ccc(C)cc3C(=O)N12 | -20% | · | -6 | 2 | · | · | 1 | · | 2% | 1%
31 | C/C(=N\NC(N)=S)c1ccccc1 | -3% | -4% | · | 14 | 3 | -2% | 0 | 0% | -1% | -58%[inhibitor]
28 | Cc1ccc(N2CC(C(=O)Nc3ccccc3C(=O)N3CCOCC3)CC2=O)cc1 (configuration not stated) | -2% | -5% | 1 | 15 | 4 | -5% | 1 | 5% | 3% | 5%
